# HSF1 activator: increases HSF-1 driven luciferase reporter signal; NIH3T3-HGL HSF-1 luciferase reporter, MG132, 8 h; 100% = twice DMSO control signal; activation, % at 9 µM; actives 1.7% (n = 300,000);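 active means mean replicate activation of at least 50% with a set share of replicates each reaching 50%; inconclusive means only one of those two conditions met; inactive means mean below 50% and too few replicates reaching it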;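 further: 0% = median of the neutral control wells and 100% = twice that signal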
# HIF activator: HIF pathway transcriptional activation; actives 0.32% (n = 300,000); AID 1910; activation, % at 7.5 µM (by protocol); U2OS HRE-luciferase reporter, luminescence; normalized: DMSO 0%, desferrioxamine 100%;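 active means mean activation of at least 10% of the iron chelator positive control signal, with at least half of replicates also reaching 10%; inconclusive means mean and replicate majority disagree about reaching 10%; inactive means mean and most replicates under 10%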
# Platelet DG rel: platelet dense granule release activity; human platelet-rich plasma, SFLLRN dense granule ATP release, luminescence; inhibition, %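 (compounds screened at 7.5 µM in platelet-rich plasma)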; actives 0.22% (n = 300,000); AID 1663;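 active means mean replicate score, as percent of positive control, at or above 50; inconclusive means mean below 50 but at least one replicate at or above 50; inactive means mean and every replicate below 50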
# HSP90 refold inh: inhibitors of HSP90 luciferase refolding in rabbit reticulocyte lysate. luciferase refolding luminescence, 3 h. inhibition, % at 5.6 µM. actives 0.91% (n = 290,000). AID 1789;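 active means inhibition above the screen-wide mean plus 3 SD, computed separately per campaign, cut at about 16% in these data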;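 further: 0% = DMSO wells and 100% = 60 µM geldanamycin wells; inhibitors lower the luminescence because luciferase stays unfolded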
# IEC-6 cytotox: counter-screen for KLF5 inhibitors: cytotoxicity in IEC-6 cells | IEC-6 cytotoxicity, luminescence viability | inhibition, % at 5 µM | actives 0.78% (n = 290,000); in the data active means inhibition above about 22%;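 further: 0% = plate median of test compound wells and 100% = cytotoxic reference compound wells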
# HDAC3 inhib: inhibitors of human histone deacetylase 3. actives 0.15% (n = 320,000). AID 2718. recombinant HDAC3, fluorogenic peptide/trypsin coupled, fluorescence. inhibition, % at 8.3 µM. O15379; in the data active means inhibition above about 26%, passing the limit was not always enough; inconclusive means no clear call, values can overlap the other calls
# Target sequence (O15379 whole entry, looked up): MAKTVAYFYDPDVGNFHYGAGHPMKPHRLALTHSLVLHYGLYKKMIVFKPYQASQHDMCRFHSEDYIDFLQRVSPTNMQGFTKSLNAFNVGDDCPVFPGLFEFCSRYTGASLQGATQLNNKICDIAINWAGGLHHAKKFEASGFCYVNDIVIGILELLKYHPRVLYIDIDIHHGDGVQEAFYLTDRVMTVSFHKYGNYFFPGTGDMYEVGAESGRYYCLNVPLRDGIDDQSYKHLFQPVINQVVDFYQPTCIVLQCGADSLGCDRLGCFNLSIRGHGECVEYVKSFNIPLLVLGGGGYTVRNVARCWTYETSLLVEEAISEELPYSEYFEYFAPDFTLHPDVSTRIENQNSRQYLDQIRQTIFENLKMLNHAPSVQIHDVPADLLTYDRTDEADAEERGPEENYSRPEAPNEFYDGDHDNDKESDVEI
# AI-2 QS modul: modulators of Vibrio harveyi AI-2 quorum sensing system. AID 2094. activity change, % at 7.5 µM. Vibrio harveyi JMH597 AI-2 luminescence/OD600 ratio, 9 h; active compounds read low; strain lacks LuxN and CqsS sensors; 0 = neutral-control median. actives 0.4% (n = 300,000); in the data active means activity change below about -75%, passing the limit was not always enough; inconclusive means no clear call, values can overlap the other calls;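 further: luminescence divided by OD600 gain over 9 h not by final OD600 alone; inactives centre near 13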
# KLF5 inhibitor: inhibitors of KLF5 expression; DLD-1 KLF5 promoter-luciferase reporter, luminescence; inhibition, % at 5 µM; actives 0.23% (n = 290,000);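 active means inhibition above a per-plate limit of that plate's mean compound inhibition plus 3 SD, cut at about 60% in these data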;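 further: 0% = DMSO wells and 100% = LY294002 at 200 µM; higher means less KLF5 promoter-driven luciferase light; inactives centre near -14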
# HSF1 inhib: HSF1 inhibition; NIH3T3-HGL HSE-luciferase, MG132-induced, luminescence 8 h; active compounds read low; activity change, negative = inhibition, % at 7.5 µM (by protocol); actives 0.77% (n = 300,000);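 active means more than half of replicate wells show activity change below -50%, luminescence cut by over half; inconclusive means some wells, but at most half, below -50%; inactive means no replicate well below -50%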;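 further: luciferase reports HSF-1 transcriptional activity via heat shock element; 0% = median of DMSO wells and -100% = zero luminescence signal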
# aSyn 5UTR inh: 5' untranslated region of α-synuclein, MLPCN primary screen; inhibition, % (tested at 7.5 µM); alpha-synuclein 5'UTR reporter, inhibitor activity; actives 0.82% (n = 300,000); AID 1813; in the data active means inhibition above about 60%; inconclusive means no clear call, values can overlap the other calls;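 further: H4 neuroglioblastoma cells stably carrying SNCA 5'UTR luciferase fusion; 0% = DMSO wells and 100% = positive control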
# Starred values were filed as active, the others as inactive; u = inconclusive; x = not tested or not shown.
mol,HSF1 activator,HIF activator,Platelet DG rel,HSP90 refold inh,IEC-6 cytotox,HDAC3 inhib,AI-2 QS modul,KLF5 inhibitor,HSF1 inhib,aSyn 5UTR inh
COc1ccccc1N1C(=O)C2ON(c3ccccc3)C(c3ccc(N(C)C)cc3)C2C1=O (stereo not drawn),x,x,x,7,-10,0,x,-29,x,x
COc1cccc(NC(=O)CCNC(=O)C2CCN(S(=O)(=O)c3ccc(F)cc3)CC2)c1,7,0.2,-9,-6,9,-3,19,-3,7,10
CC(C)(C)CC(C)(C)NC1=CC(=O)OC12CCCCC2,6,-0.2,2,0,-3,-5,33,-45,-8,21
CCCCC(O)(c1ccc(F)cc1)C(CN1CCOCC1)c1ccc(Cl)cc1 (stereo not drawn),3,0.7,-4,-5,-5,21,8,-9,8,13
COc1ccc(-c2oc3ncnc(NCCN4CCOCC4)c3c2-c2ccc(OC)cc2)cc1,-10,-2.0,1,2,2,-1,22,-13,0,45
O=C(CN1CCN(c2ccccc2F)CC1)c1c[nH]c2ccccc12,-1,0.1,0,-2,-5,1,7,-33,-6,23
O=C(CSc1ncnc2nc[nH]c12)c1ccc(Cl)cc1,5,0.2,-11,10,41*,23,18,-14,-1,14
CCN(CC)CCN(Cc1cc2cc3c(cc2[nH]c1=O)OCO3)C(=S)NCc1ccco1,-2,-1.4,-1,-2,-8,-3,21,-39,4,-15
CN1CCN(c2ccc(S(=O)(=O)N3CCCCC3)cc2NC(=O)c2ccc(F)cc2F)CC1,17,-0.9,-1,-2,-8,x,15,-26,8,-19
CCN1CCN(C(=O)c2cn(CC)c3ccc(S(=O)(=O)N(C)C)cc3c2=O)CC1,0,-0.1,-1,3,-1,7,26,11,0,3
CCCCCCCNC(=O)C1CC(=O)N(C)C(=Nc2ccc(OC)cc2)S1 (stereo not drawn),49,-0.4,19,-2,-4,-8,40,22,9,7
O=C(NCC1CCCO1)c1nn2c(C(F)(F)F)cc(-c3ccco3)nc2c1Cl (stereo not drawn),-9,-0.5,0,-8,-9,-6,6,-17,-2,15
COC(=O)c1ccc(NC(=O)C2CCCN(S(C)(=O)=O)C2)cc1 (stereo not drawn),-2,0.0,-6,2,-3,2,16,-14,2,5
COc1ccc(NS(=O)(=O)c2cc(NC(=O)/C=C/c3cc(OC)ccc3OC)ccc2N2CCCCC2)cc1,-4,-0.2,0,3,1,-1,19,0,-1,25
Cc1cc(C)c(NC(=S)N(CCN2CCCCC2)Cc2ccco2)c(C)c1,-4,0.0,-2,0,-5,-3,12,-23,-4,5
Cc1ccc(C)c(NC(NC(=O)c2cccnc2)C(Cl)(Cl)Cl)c1 (stereo not drawn),1,-0.4,-16,5,3,-1,30,-12,1,-36
CC1CCCCN1C(=O)COC(=O)CNC(=O)c1ccc(Cl)cc1Cl (stereo not drawn),0,1.9,19,x,x,2,17,x,1,-7
COc1ccc(S(=O)(=O)N2CCN(C)CC2)cc1C(=O)N1CCCCC1,-7,0.2,-18,-1,-8,-6,14,-10,-3,11
Clc1ccc(CN2C3=NCCN3c3ccccc32)cc1,-3,0.0,11,0,-2,-6,-11,-7,-1,19
COc1ccc(NC(=O)c2ccc(S(=O)(=O)N(C)C)cc2)cc1OC,-19,-0.5,3,-4,-7,2,13,-4,-6,1
CSc1cc(CS(=O)(=O)c2ccccc2)nc(-c2ccccc2)n1,-21,-0.3,-21,-2,5,-1,2,-5,-7,33
O=c1[nH]nc(Cc2ccc(-c3ccccc3Cl)o2)c2ccccc12,6,1.6,-2,0,14,-1,31,0,15,-6
CCCc1ncc(C(=O)c2ccc(OC)cc2)n1C,9,1.9,20,-5,-3,-9,-29,-42,-2,-46
Cc1cccc(C)c1OCCNC(=O)OCc1ccccc1,x,0.3,2,5,1,3,-15,-18,x,5
N=c1c(C(=O)NCCN2CCOCC2)cc2c(=O)n3ccccc3nc2n1CCc1ccccc1,-8,0.0,-14,-2,5,-36,1,-23,-4,-83
O=C(COC(=O)CNC(=O)c1ccc2c(c1)OCO2)Nc1ncc(Cl)cc1Cl,2,-0.9,-4,2,-3,-1,16,-14,-4,-39
N#Cc1ccccc1NC(=O)CNc1ccc(Cl)c(C(F)(F)F)c1,20,0.4,-3,1,12,4,u,0,5,-40
O=C(NCc1ccccn1)C1CCN(S(=O)(=O)c2cc(Cl)ccc2Cl)CC1,-1,0.0,3,2,5,-5,-1,-19,10,13
C=CCSc1nc(N)c(C(=O)Nc2ccccc2OC)cc1C(=O)Nc1ccccc1,0,-0.9,-3,4,-5,-52,-2,-12,-6,14
CCc1ccc(OCC(=O)NNC(=O)c2nn(CC)c(=O)c3ccccc23)cc1,-1,0.1,0,3,-1,-8,14,-14,-7,8
CC(C)c1ccccc1NC(=S)NN(Cc1ccccc1)c1ccccc1,35,-1.0,2,3,-4,15,32,-26,7,-7
Cc1[nH]c2ccccc2c1C(=O)COC(=O)C1CCC1,9,0.4,6,-5,0,-5,32,-51,2,9
CC(/C=N\NC(=O)CN1CCN(Cc2ccccc2)CC1)=C\c1ccco1,10,-0.2,-3,-5,2,3,6,-33,1,-94
COCCCN1C(=O)C(=O)/C(=C(/O)c2ccc(S(=O)(=O)N3CCOCC3)cc2)C1c1ccc(C)cc1 (stereo not drawn),25,0.2,2,5,-2,1,26,-30,4,-5
Cc1cccc(Cn2cnc3ccccc32)c1,10,-1.5,3,-4,4,7,-15,-28,14,16
CC(C)(C)OC(=O)N1CC=C2C(C#N)=C(N)C(C#N)(C#N)C(c3cccs3)C2C1 (stereo not drawn),4,-0.1,0,1,8,-1,29,-11,4,-9
COc1ccc(S(=O)(=O)N(CC(=O)NCCC(C)C)c2ccccc2)cc1OC,-16,-0.3,-3,-2,3,2,10,-11,-7,12
C=CCS/C(=N\n1cnc2ccccc2c1=O)N1CCCCC1,-12,1.4,3,-4,-6,0,20,-69,10,-86
CCOC(=O)c1c(NC(NC(C)=O)C(Cl)(Cl)Cl)sc(C(C)=O)c1C (stereo not drawn),1,-0.1,-6,-4,-6,-6,14,-11,8,-10
Cc1ccc(C(=O)Cn2cc([N+](=O)[O-])nc2C)cc1,-18,0.3,9,4,-1,2,16,-35,2,0
Cc1ccccc1N(C(=O)CNC(=O)c1ccco1)C(C(=O)NC1CCCCC1)c1cccnc1 (stereo not drawn),24,-0.4,-2,-1,1,-1,-10,-12,8,-6
Cc1ccc(S(=O)(=O)NCC(=O)N2CCCC2)cc1,3,0.2,4,-8,0,1,16,-23,-2,-4
CCOc1ccc(NC(=O)c2ccc3c(c2)CCN3S(C)(=O)=O)cc1,28,-0.4,-5,5,2,-1,x,-8,7,-1
O=C(CC1CCCCC1)NC1CCCC1,-5,-0.2,3,1,2,5,10,-32,-5,-5
O=C(COC(=O)/C=C/c1ccc(Cl)cc1)Nc1ccc2c(c1)OCCO2,-14,-0.3,-7,-1,-3,-4,16,-42,-6,15
N#C/C(=C/c1ccc(N2CCCC2)c([N+](=O)[O-])c1)c1nc2ccccc2[nH]1,38,1.5,1,3,-1,0,24,8,3,-78
CC(=O)Nc1ccc(NC(=O)Cn2cc3c(n2)CCC(C)C3)cc1 (stereo not drawn),-10,-0.1,-2,-1,0,x,15,-12,-3,-6
Cc1nn(C)c(C)c1CNC(=O)c1cc2n(n1)C(C(F)(F)F)CC(c1cccs1)N2 (stereo not drawn),3,-0.4,-3,-2,3,1,3,11,-6,-2
COc1ccc(CCNC(=O)COC(=O)Cn2cnc3ccccc32)cc1OC,-6,0.0,-12,-1,5,-1,0,-23,-7,14
CC(=O)N1CCc2cc(S(=O)(=O)NCCC(=O)NC3CCCCCC3)ccc21,-2,0.5,-20,-1,-2,-5,12,-46,-5,-3
O=c1c(-c2ccccc2)c1-c1ccccc1,-3,0.5,-1,20*,-3,x,5,-19,13,-53
O=C1CSC(c2cccc(F)c2)N1c1c(F)cccc1F (stereo not drawn),3,0.3,8,1,3,-2,21,4,-2,-1
CC(C(=O)O)n1c(-c2ccn[nH]2)n[nH]c1=S (stereo not drawn),-3,1.1,0,1,0,-2,21,2,-3,6
COC(=O)CCC(=O)N(CCN(Cc1ccccc1)C(=O)CCC(=O)OC)Cc1ccccc1,-16,-3.8,1,x,x,-1,6,x,-8,7
CC(C)Cc1cc(C(=O)NCCCN2CCOCC2)no1,0,0.0,-7,8,4,3,3,5,-6,4
O=C(C1CCCN(Cc2ccc3c(c2)OCO3)C1)N1CCCC1 (stereo not drawn),1,0.3,-6,3,5,5,10,6,-5,2
O=[N+]([O-])c1ccccc1/C=N/N1CCN(c2ccncc2S(=O)(=O)N2CCCCC2)CC1,0,0.4,-6,1,-4,x,32,1,-2,-5
CC(C)C(=O)NC(NC(=S)NC1CCS(=O)(=O)C1)C(Cl)(Cl)Cl (stereo not drawn),12,-0.2,-2,-3,2,5,3,-23,1,-8
CCOc1cc(/C=N/n2c(C)nc3sc(C)c(C)c3c2=O)ccc1O,-3,-1.1,15,0,-1,9,7,3,1,1
CSCCC(NC(=O)c1cccc(C)c1)C(=O)O (stereo not drawn),-15,0.1,-1,4,4,7,14,-13,-11,12

# (listing goes on)
mol,HSF1 activator,HIF activator,Platelet DG rel,HSP90 refold inh,IEC-6 cytotox,HDAC3 inhib,AI-2 QS modul,KLF5 inhibitor,HSF1 inhib,aSyn 5UTR inh
NC(=O)Nc1cc(Cl)ccc1Cl,18,-0.3,0,1,0,-2,18,-34,-3,2
COCCN(C(=O)CCc1nnc(Cc2c[nH]c3ccccc23)o1)C(C)C,-1,0.5,-3,-1,3,-2,3,-12,-4,-1
COc1ccc(NC(=O)CSc2ncc(-c3ccc(F)cc3)n2Cc2ccco2)cc1,17,-1.3,-3,5,6,7,4,-23,5,26
O=S(=O)(N1CCCCC1)N1CCN(c2ccccc2F)CC1,-22,-0.2,1,3,2,2,5,-44,-9,19
CN(C(=O)Cn1cc(C(F)(F)F)cc(Cl)c1=O)C1CCS(=O)(=O)C1 (stereo not drawn),-11,-0.8,2,x,x,-6,19,x,2,4
Cc1nnc(SCC(=O)N2CCc3ccccc3C2)n1-c1ccccc1,-5,-0.1,3,-4,-4,1,25,-16,5,13
Cc1cccc(NC(=S)N(Cc2cccs2)Cc2cc3cc(C)ccc3[nH]c2=O)c1,43,1.2,-25,2,2,-1,17,-14,15,-28
CCOC(=O)c1cc2occc2n1CC(=O)NC1CCC(C)CC1 (stereo not drawn),-5,0.1,-4,3,5,15,31,24,0,3
CC(C)c1ccc(/C=C2\NC(=O)NC2=O)cc1,26,1.2,0,-3,-3,-3,15,-43,23,-66

# High-throughput results as filed in PubChem BioAssay.

# An unsorted share of the library; about 5% have a hit in one of these screens.
